# HSF1 inh: HSF1 inhibition | NIH3T3-HGL HSE-luciferase, MG132-induced, luminescence 8 h; active compounds read low | activity change, negative = inhibition, % at 7.5 µM (by protocol) | actives 0.77% (n = 300,000) | AID 2098;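 active = more than half of replicate wells show activity change below -50%, luminescence cut by over half; inconclusive = some wells, but at most half, below -50%; inactive = no replicate well below -50%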;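 note: luciferase reports HSF-1 transcriptional activity via heat shock element; 0% = median of DMSO wells and -100% = zero luminescence signal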
# aSyn 5UTR inh: 5' untranslated region of α-synuclein, MLPCN primary screen; alpha-synuclein 5'UTR reporter, inhibitor activity; inhibition, % (tested at 7.5 µM); actives 0.82% (n = 300,000); in the data active = inhibition above about 60%; inconclusive = no clear call, values can overlap the other calls;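 note: H4 neuroglioblastoma cells stably carrying SNCA 5'UTR luciferase fusion; 0% = DMSO wells and 100% = positive control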
# Platelet DG rel: modulates dense granule release in human platelets; human platelet-rich plasma, SFLLRN dense granule ATP release, luminescence; inhibition, %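 (compounds screened at 7.5 µM in platelet-rich plasma)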; actives 0.22% (n = 300,000); AID 1663;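 active = mean replicate score, as percent of positive control, at or above 50; inconclusive = mean below 50 but at least one replicate at or above 50; inactive = mean and every replicate below 50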
# IEC-6 cytotox: IEC-6 cytotoxicity, counter-screen for KLF5 inhibitors | luminescence viability | inhibition, % at 5 µM | actives 0.78% (n = 290,000); in the data active = inhibition above about 22%;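 note: 0% = plate median of test compound wells and 100% = cytotoxic reference compound wells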
# HDAC3 inhib: blocks human histone deacetylase 3. actives 0.15% (n = 320,000). O15379. recombinant HDAC3, fluorogenic peptide/trypsin coupled, fluorescence. inhibition, % at 8.3 µM; in the data active = inhibition above about 26%, passing the limit was not always enough; inconclusive = no clear call, values can overlap the other calls
# Target sequence (O15379 whole entry, looked up): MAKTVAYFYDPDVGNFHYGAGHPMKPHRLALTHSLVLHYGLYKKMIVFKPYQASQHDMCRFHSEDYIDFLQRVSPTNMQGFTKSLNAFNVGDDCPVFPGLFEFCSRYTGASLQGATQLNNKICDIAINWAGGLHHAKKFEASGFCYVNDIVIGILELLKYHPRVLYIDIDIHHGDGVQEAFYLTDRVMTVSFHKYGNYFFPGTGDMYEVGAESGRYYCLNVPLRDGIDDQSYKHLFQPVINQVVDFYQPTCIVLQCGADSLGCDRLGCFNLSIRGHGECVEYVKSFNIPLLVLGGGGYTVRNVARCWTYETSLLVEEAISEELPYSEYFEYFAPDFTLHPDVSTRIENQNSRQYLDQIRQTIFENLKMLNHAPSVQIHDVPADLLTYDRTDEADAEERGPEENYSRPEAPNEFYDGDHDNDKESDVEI
# AI-2 QS modul: Vibrio harveyi AI-2 quorum sensing modulation; AID 2094; actives 0.4% (n = 300,000); Vibrio harveyi JMH597 AI-2 luminescence/OD600 ratio, 9 h; active compounds read low; strain lacks LuxN and CqsS sensors; 0 = neutral-control median; activity change, % at 7.5 µM; in the data active = activity change below about -75%, passing the limit was not always enough; inconclusive = no clear call, values can overlap the other calls;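 note: luminescence divided by OD600 gain over 9 h not by final OD600 alone; inactives centre near 13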
# KLF5 inh: suppresses KLF5 promoter-driven expression; DLD-1 KLF5 promoter-luciferase reporter, luminescence; inhibition, % at 5 µM; actives 0.23% (n = 290,000); AID 1700;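 active = inhibition above a per-plate limit of that plate's mean compound inhibition plus 3 SD, cut at about 60% in these data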;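 note: 0% = DMSO wells and 100% = LY294002 at 200 µM; higher means less KLF5 promoter-driven luciferase light; inactives centre near -14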
# HSP90 inh: inhibitors of HSP90 luciferase refolding in rabbit reticulocyte lysate. luciferase refolding luminescence, 3 h. inhibition, % at 5.6 µM. actives 0.91% (n = 290,000). AID 1789;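 active = inhibition above the screen-wide mean plus 3 SD, computed separately per campaign, cut at about 16% in these data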;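 note: 0% = DMSO wells and 100% = 60 µM geldanamycin wells; inhibitors lower the luminescence because luciferase stays unfolded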
# HIF activator: HIF pathway transcriptional activation; U2OS HRE-luciferase reporter, luminescence; normalized: DMSO 0%, desferrioxamine 100%; activation, % at 7.5 µM (by protocol); actives 0.32% (n = 300,000);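 active = mean activation of at least 10% of the iron chelator positive control signal, with at least half of replicates also reaching 10%; inconclusive = mean and replicate majority disagree about reaching 10%; inactive = mean and most replicates under 10%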
# HSF-1 act: increases HSF-1 driven luciferase reporter signal | NIH3T3-HGL HSF-1 luciferase reporter, MG132, 8 h; 100% = twice DMSO control signal | activation, % at 9 µM | actives 1.7% (n = 300,000);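 active = mean replicate activation of at least 50% with a set share of replicates each reaching 50%; inconclusive = only one of those two conditions met; inactive = mean below 50% and too few replicates reaching it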;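 note: 0% = median of the neutral control wells and 100% = twice that signal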
# * hit, by the source's call; ? = inconclusive; nt = not tested or not shown. Compounds were not picked by outcome; about 5% have a hit in one of these screens.
# Value order – HSF-1 act	HSP90 inh	IEC-6 cytotox	aSyn 5UTR inh	HIF activator	KLF5 inh	HDAC3 inhib	HSF1 inh	AI-2 QS modul	Platelet DG rel
> CCOC(=O)C1CCCN(C(=O)c2cc3c(OC)c(OC)c(OC)cc3[nH]2)C1 (stereo not drawn)
    10.4	1.7	7.6	7.5	-0.1	-10.5	-0.6	6.6	11.9	7.7
> CCN(Cc1ccccc1)C(=O)c1cc2cc(OC)c(OC)cc2[nH]1
    -1.3	-8.7	2.7	13.6	0.0	-64.4	-1.7	4.7	2.8	1.6
> CCC1=C/C(=C/N(C)c2ccccc2)C(=O)S1
    7.3	4.7	-2.9	-62.3	1.8	-25.8	6.3	5.0	15.2	3.4
> Cc1cc(NC(=O)C2CC2)ccc1NC(=O)c1cccs1
    -10.2	2.2	1.5	-2.5	0.9	-20.9	-5.7	-1.3	34.7	8.8
> COc1ccccc1N1CCN(/N=C(\C)c2ccc(O)cc2)CC1
    -2.8	-4.5	0.9	-28.2	0.6	-52.9	1.7	2.3	3.4	-0.9
> COc1ccc(N2CCN(C(=O)CCCn3c(=O)[nH]c4ccsc4c3=O)CC2)cc1
    -59.8	1.4	-2.8	-1.8	-0.2	-12.9	-4.5	?	21.9	-4.3
> COc1ccc(Cn2c(=O)c3[nH]cnc3n(-c3ccccc3C)c2=O)cc1
    -8.1	-2.1	6.9	26.9	0.1	24.8	nt	-14.6	22.5	-4.8
> Nc1ccc(C#Cc2ccc3oc4ccccc4c(=O)c3c2)cc1
    1.8	nt	nt	-66.3	0.8	nt	-14.1	4.2	5.2	0.7
> CCS(=O)(=O)Nc1ccc(C2=NN(C(=O)c3ccco3)C(c3cccc(F)c3)C2)cc1 (stereo not drawn)
    -22.8	5.6	8.1	-4.4	0.1	-7.1	0.9	-6.1	15.7	4.1
> Cc1ccc2[nH]c(-c3ccccc3)c(CN(C)C)c(=O)c2c1
    5.5	3.4	1.1	-7.6	3.0	16.3	2.5	2.2	15.0	-9.5
> CC1=C(C(N)=O)C(c2cccc(O)c2)n2nc(CCCO)nc2N1 (stereo not drawn)
    26.5	2.5	2.9	14.9	-0.4	-8.5	8.9	0.0	1.8	-1.6
> O=[N+]([O-])c1ccccc1S(=O)(=O)Nc1ccc(S(=O)(=O)N2CCOCC2)cc1
    -20.9	-2.2	6.4	12.7	-0.1	-5.6	-1.9	-6.8	8.6	14.0
> COc1cc(/C=N/NC(=O)CCn2cnc(-c3ccccc3)c2-c2ccccc2)ccc1O
    19.5	3.3	6.7	19.7	0.1	-5.8	6.9	6.1	15.4	-3.4
> COc1ccc(N2CCN(CC(=O)Nc3ccccc3SC)CC2)cc1
    4.8	8.5	-2.0	3.1	-1.4	-17.3	2.7	-5.9	1.8	-2.6
> COC/C=C/C1=CC2=CC(=O)C(C)(OC(=O)c3cnc4ccccc4n3)C(=O)C2=CN1Cc1ccco1 (stereo not drawn)
    17.6	nt	nt	-38.1	-0.1	nt	5.6	-3.8	20.2	-4.1
> CCOc1cc2c(Cl)ncnc2c(OCC)c1OCC
    7.7	4.4	1.8	8.4	2.8	-6.6	-6.7	-4.8	3.8	1.0
> COc1cc(/C=N/NC(=O)C(NC(=O)c2ccccc2)c2n[nH]c(=O)c3ccccc23)ccc1OCC(N)=O (stereo not drawn)
    6.5	-4.7	-6.9	6.4	0.0	-18.4	-0.4	-2.6	16.8	13.0
> COc1ccccc1C(=O)NN1C(=O)C2C3C=CC(O3)C2C1=O (stereo not drawn)
    3.5	-2.4	-2.3	-1.8	-0.2	-11.9	8.6	-3.7	9.2	?
> O=C(Nc1nc2c(ccc3ccccc32)s1)c1ccco1
    29.9	3.9	1.2	-293.2	1.5	-113.5	-6.9	20.2	2.1	0.5
> CCN(CC)c1ccc(C(=S)NCc2ccccc2)cc1
    -1.4	6.4	4.4	-5.4	1.0	22.1	0.6	0.7	21.8	-0.9
> O=C(NCCNC(=O)c1ccc(Br)o1)c1cccnc1
    -5.6	1.8	0.9	5.6	0.0	-30.8	-2.0	-11.2	12.5	7.6
> COc1cc(NS(=O)(=O)c2ccc(NC(=O)NC3CCCCC3)cc2)nc(OC)n1
    -8.9	-1.4	-8.2	11.4	0.1	-10.8	-3.7	-1.0	13.4	6.4
> Cc1cc(N2CCN(S(=O)(=O)c3ccc4ccccc4c3)CC2)n2ncnc2n1
    29.4	0.3	0.6	17.7	-0.5	16.7	-1.0	18.1	11.0	-27.9
> CCN(CC)S(=O)(=O)c1ccc2nc(NC(=O)c3cccs3)sc2c1
    21.5	-3.1	0.4	-104.0	1.6	-70.4	-6.2	14.8	16.4	5.2
> CCOC(=O)C1(CCc2ccccc2)CCN(C(=O)[C@@H]2C[C@@H](C)NC(=S)N2)CC1
    9.1	-3.0	0.5	-4.1	1.5	-10.6	-0.9	1.1	-3.3	6.0
> CC1CC(C)CN(C(=O)Cn2c(=O)n(CCCCC(=O)NCc3ccco3)c(=O)c3ccccc32)C1 (stereo not drawn)
    17.0	-1.7	-1.8	-12.8	-0.1	4.8	-0.5	1.4	17.5	-29.7
> CN(CC(=O)N1CCN(c2ccccc2)CC1)S(=O)(=O)c1cnc[nH]1
    0.2	0.5	0.6	18.7	-0.2	-19.1	3.3	-7.0	16.0	-2.6
> O=C(CCCC(=O)N(CC(=O)NC1CCCC1)Cc1ccc2c(c1)OCO2)Nc1ccccn1
    3.4	-2.8	1.0	5.6	-0.5	-14.6	0.3	-1.6	8.1	-0.3
> CCCN(CCC)S(=O)(=O)c1ccc(C(=O)Nc2nc3c(s2)CCc2ccccc2-3)cc1
    19.0	-2.2	-6.9	34.6	0.5	-29.6	-0.2	-6.2	5.9	1.7
> COc1cccc(CN(C)C(=O)C23CC4CC(CC(C4)C2)C3)c1
    -9.6	-0.4	-1.0	10.9	0.1	-24.7	10.9	4.0	19.0	-8.5
> CC(C)Oc1ccc(/C=N/NC(=O)c2nnn(-c3nonc3N)c2CN(C)C2CCCCC2)cc1
    -11.6	-2.3	-2.2	-1.0	-1.0	-15.7	-0.9	-7.0	-31.6	-14.0
> CCN(CC(=O)Nc1ccc(C)c(F)c1)CC(=O)NC(C)(C)C
    9.7	2.1	2.6	1.2	-0.4	-29.3	6.1	-4.3	-4.0	-3.2
> Cc1c(C#N)c(N=CN(C)C)c(C(=O)c2ccc(Br)cc2)n1-c1ccccc1
    4.3	2.7	-9.8	-8.4	nt	-5.4	-0.9	1.9	14.0	8.4
> Cn1c(=O)c(=O)n(C)c2cc(S(=O)(=O)NCCOc3ccccc3Cl)ccc21
    9.1	3.5	-4.2	-2.8	-0.3	-8.2	0.1	-4.4	19.7	5.1
> O=C(O)CSCc1cn2cc(Cl)ccc2n1
    3.6	12.2	2.0	8.0	-0.1	-28.4	-5.8	-6.1	6.7	6.9
> CC(=O)NC12CC3CC(C1)CC(C(=O)N1CCN(S(=O)(=O)c4cccc(F)c4)CC1)(C3)C2
    -1.1	7.2	3.9	-1.1	-0.1	-6.4	3.7	2.1	-1.9	17.4
> Cc1cc2c(Nc3ccc(C(=O)O)cc3)ncnc2s1
    -5.3	6.0	4.3	3.2	-2.5	-20.3	-4.3	3.3	17.6	-4.5
> Nc1c(C(=O)c2cccs2)oc2ccccc12
    13.8	2.0	6.4	-98.9	1.3	0.2	8.6	3.0	25.2	-4.2
> N=C(N)SCc1ccccn1
    3.1	0.2	-0.1	-30.5	0.2	-37.6	7.2	-3.2	3.7	-4.0
> O=C(NC1CCN(C(=O)NCc2ccccc2)CC1)c1ccc(F)cc1
    6.3	-1.7	0.0	9.0	0.1	-11.2	1.4	-6.5	10.0	-4.0
> O=C(Nc1ccc2c(c1)OCO2)C1CCN(C(=O)c2ccc(Cl)cc2)CC1
    22.7	1.1	0.0	23.4	0.2	-10.9	4.3	-1.5	14.6	-2.8
> CS(=O)(=O)c1ccc(NCCc2ccc(S(N)(=O)=O)cc2)c([N+](=O)[O-])c1
    35.8	2.4	-1.1	21.4	-0.1	-30.0	-3.1	0.0	7.1	7.8
> COc1cccc(C(C(=O)NC2CCCC2)N(C(=O)CNC(=O)c2ccco2)c2cccnc2)c1 (stereo not drawn)
    -6.6	0.7	-3.5	8.1	-0.2	-15.9	3.8	-2.8	33.5	0.3
> CC1(C)CC2CC(C)(CN2/C=N/c2sc3c(c2C#N)CC(C)(C)NC3(C)C)C1 (stereo not drawn)
    17.8	-0.3	0.2	-32.8	-0.6	-18.0	0.4	6.5	-11.2	-5.7
> CCc1nnc(NS(=O)(=O)c2ccc(NC(=S)NC(=O)c3cccs3)cc2)s1
    4.1	-1.1	3.1	-1.3	-0.3	-4.5	11.4	2.7	4.2	2.9
> O=C(Nc1ccc2c(c1)oc1ccccc12)c1ccncc1
    14.9	-0.6	-0.2	-207.4	1.5	-44.2	-5.0	13.3	26.0	4.8
> Cc1ccc(N2CCN(S(=O)(=O)N3CCOCC3)CC2)cc1C
    19.7	2.8	10.3	-10.8	0.1	1.4	1.5	7.3	76.4	0.1
> O=C(NCC(=O)N(c1cccnc1)C(C(=O)NC1CCCC1)c1cccs1)c1ccco1 (stereo not drawn)
    -0.1	-3.1	-5.3	21.4	-0.2	-6.4	-2.6	-5.8	4.2	2.6
> COC(=O)c1cc(C(=O)OC)[nH]n1
    3.5	-2.3	0.9	-12.5	-0.7	-31.1	1.5	-1.6	13.2	-2.4
> CCN1CCN(C(=O)CCc2nnc(CCc3ccc(OC)cc3)o2)[C@@H](C)C1=O
    16.8	-8.3	-4.3	-29.6	0.6	-13.0	1.0	-3.9	19.0	8.5
> CCSC1=N/C(=C\C=C2/Oc3ccccc3N2CC)C(=O)S1
    -13.3	0.4	5.7	-9.3	-0.1	-25.8	nt	2.4	8.2	2.1
> Cc1ccsc1/C=N/n1cnnc1
    3.6	-5.6	1.1	17.1	0.3	-42.4	-3.2	2.0	18.8	-30.5

# Full records, looked up by structure. Order of values: HSF-1 act | HSP90 inh | IEC-6 cytotox | aSyn 5UTR inh | HIF activator | KLF5 inh | HDAC3 inhib | HSF1 inh | AI-2 QS modul | Platelet DG rel
# Profile of `N=C(N)SCc1ccccn1` : 3.1 | 0.2 | -0.1 | -30.5 | 0.2 | -37.6 | 7.2 | -3.2 | 3.7 | -4.0
# Profile of `CCN1CCN(C(=O)CCc2nnc(CCc3ccc(OC)cc3)o2)[C@@H](C)C1=O` : 16.8 | -8.3 | -4.3 | -29.6 | 0.6 | -13.0 | 1.0 | -3.9 | 19.0 | 8.5
# Profile of `CCSC1=N/C(=C\C=C2/Oc3ccccc3N2CC)C(=O)S1` : -13.3 | 0.4 | 5.7 | -9.3 | -0.1 | -25.8 | nt | 2.4 | 8.2 | 2.1
